Artemis endo inh: Artemis (human) endonuclease inhibition | Q96SD1 | recombinant Artemis, quenched FAM hairpin cleavage fluorescence | inhibition, % at 10 µM | 0.78% of 30,000 active;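 active = at 10 µM dose, at least 30% inhibition, measured as corrected fluorescence normalized to stimulator and neutral control wells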
Target sequence (Q96SD1 whole entry, looked up): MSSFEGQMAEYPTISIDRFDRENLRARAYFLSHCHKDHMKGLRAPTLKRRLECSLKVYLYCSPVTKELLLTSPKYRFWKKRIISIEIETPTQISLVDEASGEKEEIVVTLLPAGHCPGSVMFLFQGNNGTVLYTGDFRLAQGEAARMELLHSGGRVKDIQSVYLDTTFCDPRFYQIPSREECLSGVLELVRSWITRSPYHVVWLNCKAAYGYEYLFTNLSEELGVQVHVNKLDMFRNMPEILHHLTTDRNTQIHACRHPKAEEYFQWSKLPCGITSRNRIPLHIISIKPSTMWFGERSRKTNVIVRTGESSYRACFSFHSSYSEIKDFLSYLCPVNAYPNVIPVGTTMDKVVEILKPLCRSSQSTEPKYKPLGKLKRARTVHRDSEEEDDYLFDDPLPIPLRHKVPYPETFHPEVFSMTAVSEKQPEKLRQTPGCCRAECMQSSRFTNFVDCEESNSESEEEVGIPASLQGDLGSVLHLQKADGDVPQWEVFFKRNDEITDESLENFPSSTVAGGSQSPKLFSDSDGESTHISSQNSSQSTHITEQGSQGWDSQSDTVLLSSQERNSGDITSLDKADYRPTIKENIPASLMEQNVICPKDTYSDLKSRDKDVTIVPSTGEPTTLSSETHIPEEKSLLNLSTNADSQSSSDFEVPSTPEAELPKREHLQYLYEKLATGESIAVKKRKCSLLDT
The depositor's hits bear a star. The list is partial. The share of hits here may be higher or lower than overall.

Start of the data: the first 5 records, to show the layout:
cpd	molecule	Artemis endo inh
1	CC(C)Sc1nc(N)nc(-c2cccs2)c1C#N	3.0
2	CC1(C)CC(CCNC(=O)c2ccc(-n3cnnn3)cc2)CC(C)(C)N1	7.1
3	CC(=O)NS(=O)(=O)c1ccc(NS(=O)(=O)c2ccc(F)cc2)cc1	1.4
4	CCN(CC)c1ccc2c(C)c(-c3ccc(N)cc3)c(=O)oc2c1	6.3
5	CCCc1ccc(C(=O)CCC(=O)O)cc1	4.9

This part in full (from the top)
cpd	molecule	Artemis endo inh
1	CC(C)Sc1nc(N)nc(-c2cccs2)c1C#N	3.0
2	CC1(C)CC(CCNC(=O)c2ccc(-n3cnnn3)cc2)CC(C)(C)N1	7.1
3	CC(=O)NS(=O)(=O)c1ccc(NS(=O)(=O)c2ccc(F)cc2)cc1	1.4
4	CCN(CC)c1ccc2c(C)c(-c3ccc(N)cc3)c(=O)oc2c1	6.3
5	CCCc1ccc(C(=O)CCC(=O)O)cc1	4.9
6	CC(=O)n1c2ccccc2c2nc(NC(C)C)sc21	0.0
7	COc1ccc(S(=O)(=O)N2CCN(S(=O)(=O)c3ccc(C(F)(F)F)cc3)CC2)cc1C	-0.8
8	CCS(=O)(=O)N1CCCC(C(=O)NCc2ccc3c(c2)OCO3)C1 (stereo unspecified)	-2.1
9	COc1cc(C(=O)O)nc2ccccc12	-3.2
10	CNC(=O)c1[nH]cnc1C(=O)Nc1ccccc1OC	2.6
11	COc1ccc(-c2c3c(=O)n(C)c(=O)n(C)c3cn2Cc2cccnc2)cc1	6.8
12	CC1CN(c2oc(-c3ccccc3Cl)nc2C#N)CC(C)O1 (stereo unspecified)	-0.3
13	CCC(=O)N1CCc2cc(S(=O)(=O)NCCCN(CC)Cc3ccccc3)ccc21	-5.9
14	C=CCN(CCNP(=O)(OCC)OCC)CP(=O)(OCC)OCC	-8.3
15	CCc1ccc(CNc2ccc(N3CCN(C(C)=O)CC3)cc2)cc1	-4.5
16	CCC1(C)Cc2c(sc3c2c(=O)n(C)c2nnc(SCCc4ccccc4)n32)CO1 (stereo unspecified)	9.4
17	N#CCSc1ncnc2c1cnn2CCO	0.3
18	NNC(=O)Cn1c(SCc2ccccc2)nc2ccccc21	-0.3
19	NS(=O)(=O)c1ccc(CCNc2ncnc3c2c(-c2ccccc2)cn3-c2ccc(F)cc2)cc1	8.2
20	Cc1cc2c(C)nc(-c3ccccc3)nc2o1	-1.8
21	CCCN1C(=O)/C(=C/c2ccc(C)o2)SC1=Nc1ccc(OC)cc1	4.5
22	CCOC(=O)C1=C(N)N2C(=O)C(C)SC2=C(C(=O)OC)C1c1ccccc1OC (stereo unspecified)	1.8
23	COCCN1C(=O)c2ccccc2C(C(=O)NCC2CCCO2)C1c1c[nH]c2ccccc12 (stereo unspecified)	-1.1
24	COC(=O)c1[nH]nc2c1C(=O)N(C1CCCCC1)C2=O	-4.9
25	COc1cc2c(cc1OC)CN(C(=O)c1cccs1)CC2	3.0
26	Cc1ccc([N+](=O)[O-])cc1N=C(c1cccc([N+](=O)[O-])c1)N1CCOCC1	-9.3
27	CS(=O)(=O)N(CC(=O)NCc1ccccc1)C1CCCCC1	-3.7
28	COc1ccc(NC(=O)COc2ccccc2C#N)c(S(=O)(=O)N2CCCCC2)c1	5.2
29	O=C1CSC(c2cn(-c3ccccc3)nc2-c2cc3ccccc3oc2=O)N1Cc1ccccc1 (stereo unspecified)	8.1
30	O=S(=O)(NCc1cccs1)c1cccc(S(=O)(=O)N2CCCCC2)c1	1.7

cpd	molecule	Artemis endo inh
31	O=C(O)CCc1nc(-c2ccc(Cl)cc2)no1	-2.0
32	COc1cccc(NS(=O)(=O)c2ccc3[nH]cc(C(=O)NCCN4CCOCC4)c(=O)c3c2)c1	15.5
33	CCCCCCCCOC(=O)CCc1c(C)[nH]c(=S)[nH]c1=O	-0.4
34	Cc1ccc(C(=O)c2ccc([N+](=O)[O-])cc2)c(C)c1	-4.8
35	CC(C)CCn1c(SCCc2ccccc2)nc2c1c(=O)[nH]c(=O)n2C	3.8
36	CCCS(=O)(=O)N1CCC(C(=O)N2CCN(C(=O)OCC)CC2)CC1	-8.7
37	Cc1cc(C)n(-c2nc3c(c(=O)[nH]c(=O)n3C)n2CC(O)c2ccccc2)n1 (stereo unspecified)	-3.5
38	COc1ccc(C(c2nnnn2Cc2ccccc2)N2CCN(c3ccccc3)CC2)cc1 (stereo unspecified)	7.9
39	COc1cccc(C(=O)Nc2ncc3c(n2)CC(C)(C)CC3=O)c1	-6.7
40	COc1ccc2nc(C)cc(SCC(=O)O)c2c1	5.9
41	CSc1nc(C)cc(C)c1C(N)=O	7.6
42	c1ccc(-c2noc(-c3cccc4ccccc34)n2)cc1	0.3
43	Cc1cc(NC(=O)c2cnn3c(C(F)F)cc(C4CC4)nc23)no1	-1.4
44	CCOc1ccccc1-n1c(CNc2ccc(F)cc2)nnc1SCC(=O)NCc1ccco1	7.1
45	Cc1ccc(NC(=O)c2ccc(CSc3nnc(C)s3)cc2)cc1	-1.3
46	O=C(NCCN1CCOCC1)c1ccccc1-c1ccccc1	1.9
47	COc1cccc(C(=O)NC(=S)Nc2ccc3c4c(cccc24)CC3)c1	1.5
48	CCC(c1nnnn1Cc1ccccc1)N1CCN(C(=O)c2ccco2)CC1 (stereo unspecified)	-5.6
49	C(=C\c1ccccc1)/C=N/N1CCN(c2ccccn2)CC1	-0.6
50	CC1=CC(C)(C)N2C(=O)C3(N=C(N)NC(Nc4ccccc4)=N3)c3cc(C)cc1c32 (stereo unspecified)	3.5
51	O=c1c(-c2ccnn2-c2ccc(F)cc2)cnc2n1CCS2	-1.5
52	COCC(=O)N(Cc1cc2cc(OC)ccc2[nH]c1=O)c1ccccc1OC	6.2
53	CNS(=O)(=O)c1ccc(OC)c(-c2nnc3c4ccccc4c(C)nn23)c1	-11.4
54	O=C(Cc1ccccc1)NC(=S)Nc1cc(C(F)(F)F)ccc1Cl	-13.5
55	C=CCn1c(=O)c(C(=O)Nc2ccccc2C(=O)OCC)c(O)c2ccccc21	12.6
56	COc1ccc(-c2nn(-c3ccccc3)cc2C(=O)n2nnc3ccccc32)cc1	-3.4
57	Cn1c(=O)c2c(nc(Sc3nc4ccccc4n3CC(=O)N3CCCCC3)n2C)n(C)c1=O	-4.4
58	CCOC(=O)C1=C(C)N=C2SCCC(=O)N2C1c1sccc1C (stereo unspecified)	-13.3
59	CCCCn1nnnc1SCC(=O)NCc1ccco1	-4.2
60	Cc1cc(NC(=O)CSc2nc3ccccc3n2CC(=O)N2CCC(C)CC2)no1	7.5

Quoted at random: six compounds from above, in no set order.
cpd	molecule	Artemis endo inh
49	C(=C\c1ccccc1)/C=N/N1CCN(c2ccccn2)CC1	-0.6
52	COCC(=O)N(Cc1cc2cc(OC)ccc2[nH]c1=O)c1ccccc1OC	6.2
53	CNS(=O)(=O)c1ccc(OC)c(-c2nnc3c4ccccc4c(C)nn23)c1	-11.4
41	CSc1nc(C)cc(C)c1C(N)=O	7.6
32	COc1cccc(NS(=O)(=O)c2ccc3[nH]cc(C(=O)NCCN4CCOCC4)c(=O)c3c2)c1	15.5
55	C=CCn1c(=O)c(C(=O)Nc2ccccc2C(=O)OCC)c(O)c2ccccc21	12.6

(cont.)
cpd	molecule	Artemis endo inh
61	N#C/C(=C/c1ccc(Br)o1)C(N)=O	-9.5
62	CC1(C)Cc2c(sc(/N=C/N3CCOCC3)c2C#N)C(C)(C)N1	-6.0
63	Cc1ccc(-n2nc3ccc(NC(=O)c4ccco4)cc3n2)cc1	3.2
64	O=C(CN1CCN(S(=O)(=O)c2ccc(Br)cc2)CC1)Nc1ccc2c(c1)OCCO2	0.9
65	CCN1C(=O)c2cccc3c(S(=O)(=O)NCc4cccnc4)ccc1c23	-5.4
66	O=C1c2ccccc2C(=O)N1CCc1nc2ccccc2c(=O)n1-c1ccccn1	-1.1
67	O=C(c1ccco1)N1CCN(C(c2ccccc2Cl)c2nnnn2CC2CCCO2)CC1 (stereo unspecified)	-6.0
68	CCOC(=O)c1sc(NC(=O)c2cc(S(=O)(=O)N3CCOCC3)ccc2C)nc1C	5.6
69	COCCCn1c(SCC(=O)N2CCc3ccccc32)nnc1-c1ccoc1C	1.4
70	Cc1ccc(S(=O)(=O)/C(C#N)=C/c2c(N3CCN(C)CC3)nc3ccccn3c2=O)cc1	-3.1
71	CCOC(=O)c1sc(NC(=O)CN(CC)CC)c(C(=O)OCC)c1C	2.1
72	CCOc1ccc(N(CC(=O)NCC2CCCO2)S(=O)(=O)c2ccc(OC)c(OC)c2)cc1 (stereo unspecified)	-3.5
73	C=CCc1cc(/C=N\NC(=O)CSc2nnc(CCCc3ccc(OC)c(C)c3)o2)cc(OC)c1O	-6.8
74	COc1ccc(-n2nnc3c(SCC(=O)NCc4ccco4)ncnc32)cc1	2.0
75	Cc1nc2ccccc2c(=O)n1CC(=O)N1CCOCC1	3.7
76	COc1cccc(/C=N/Nc2nn3cnnc3c3ccccc23)c1	13.6
77	Cc1cc(Nc2ccccc2)n(-c2ccc(Br)cc2)n1	10.2
78	CCOC(=O)Cc1csc(NC(=O)NC2(C(F)(F)F)Oc3ccc(Cl)cc3O2)n1 (stereo unspecified)	3.4
79	O=[N+]([O-])CC(=Nc1ccc(Cl)cc1)N/N=C\c1oc(O)c2ccccc12	34.8*
80	COc1ccc(-n2c(SCC#N)nc3ccccc3c2=O)cc1	-0.5
81	CC1(C)CC(=O)C(C=NCC2CCNCC2)=C(O)C1	-12.0
82	CCCCCCCCOC(=O)C(NC(=O)CCC(=O)Nc1ccc(S(N)(=O)=O)cc1)C(O)c1ccccc1 (stereo unspecified)	-2.5
83	O=C(Nc1cc(C(F)(F)F)ccc1F)C1CCC1	1.6
84	CCC(=O)N1CCN(c2cc(C)ccc2C)CC1	1.2
85	COc1ccc(NC(=O)C2CC(=O)N(c3cc(C)ccc3C)C2)cc1 (stereo unspecified)	1.3
86	NC(=O)c1cc2ccc(O)cc2oc1=Nc1ccccc1	3.4
87	Cc1ccc2nsnc2c1S(=O)(=O)Nc1cccc2nsnc12	4.8
88	O=C(COc1ncnc2scc(-c3ccc(Cl)cc3)c12)NCc1ccco1	11.3
89	CN(c1ccccc1)S(=O)(=O)c1ccc(NC(=S)NC(=O)c2ccccc2)cc1	-0.5
90	CCOC(=O)c1ccccc1NC1OC(=O)c2ccccc21 (stereo unspecified)	-0.4

cpd	molecule	Artemis endo inh
91	CCn1c(-c2ccc(F)cc2)n[nH]c1=S	-2.2
92	CCc1ccc(Nc2nc(N)nc(CSc3nnnn3-c3ccccc3)n2)cc1	0.9
93	O=C(O/N=C/C1=C(Cl)c2ccccc2CC1)c1ccc(F)cc1	-4.1
94	COC(=O)c1[nH]c2ccccc2c1NC(=O)Oc1ccccc1	4.0
95	CC(=O)Nc1ccc(/C(C)=N/NS(=O)(=O)c2ccc(C)cc2)cc1	1.6
96	CC(C)c1nc(N2CCOCC2)c(C#N)c2c1COC(C)(C)C2	-2.7
97	CSc1ccc(/C=C/C(=O)c2ccc(NC(C)=O)cc2)cc1	0.4
98	CC(=O)Nc1ccc(Cl)cc1C(=O)O	7.1
99	CC(=O)N1c2ccccc2NC2=C(C(=O)CCC2)C1c1cccnc1 (stereo unspecified)	3.7
100	CC(=O)c1cccc(NS(=O)(=O)c2ccc(N/C=C\C(=O)c3ccc(C)cc3)cc2)c1	-3.3
101	CC(OC(=O)CNC(=O)C12CC3CC(CC(C3)C1)C2)C(=O)Nc1ccc(N2CCOCC2)cc1 (stereo unspecified)	0.9
102	CC(C)c1ccc(NC(=O)c2ccc(Br)o2)cc1	8.7
103	COC(=O)c1nn(-c2ccccc2)c(-c2ccccc2)c1C(=O)c1ccccc1	-5.9
104	Cc1ccc2c(C(=O)CN3CCC4(CC3)OCCO4)c(C)[nH]c2c1	4.4
105	Cc1ccc(CN2C3=NCCCN3c3ccccc32)cc1	3.0
106	COc1cccc(NS(=O)(=O)c2cc(C)ccc2OC)c1	-5.7
107	CC(C)c1ccc(S(=O)(=O)N2CCN(CCC(=O)Nc3ccc(N(C)C)cc3)CC2)cc1	4.8
108	CC[C@@H](C)[C@H](NC(=O)OC(C)(C)C)c1nnc(S(=O)(=O)Cc2cc(C)ccc2C)o1	-1.6
109	CCOC(=O)CC1C(C(=O)OCC)ON2OC(C(=O)OC)C(C(=O)OCC)C12 (stereo unspecified)	-5.5
110	CCOC(=O)N1C(=O)c2cc(OC)ccc2S1(=O)=O	-8.8
111	O=C(C1CCCN(S(=O)(=O)c2cccc3nsnc23)C1)N1CCN(c2ccccn2)CC1 (stereo unspecified)	6.5
112	COCCn1nnnc1C1(N(Cc2cc3cc(C)ccc3[nH]c2=O)CC2CCCO2)CCN(C)CC1 (stereo unspecified)	-0.8
113	CN1C(=O)C2(C(C#N)=C(N)N(c3cc(Cl)cc(Cl)c3)C3=C2C(=O)CC(C)(C)C3)c2ccccc21 (stereo unspecified)	1.1
114	C=CCn1c(SCc2c(C(=O)OC)sc(N)c2C(=O)OC)nnc1-c1ccc(Cl)cc1	11.3
115	CNC(=O)c1sc(-c2ccccc2)nc1C	-9.4
116	CNc1oc(-c2cccs2)nc1C#N	5.9
117	Cc1ccc(-c2csc3n[nH]c(=S)n23)cc1	-1.5
118	C=C1c2ccccc2NC(=O)N1c1ccc(C)cc1	-5.4
119	CC1CCN(C2(O)C(=O)Nc3ccc([N+](=O)[O-])cc32)CC1 (stereo unspecified)	0.0
120	O=C(CCCNC(=O)/C(=C\c1ccc(F)cc1)NC(=O)c1ccccc1)OCc1ccccc1	4.3

cpd	molecule	Artemis endo inh
121	O=C(CCCCn1c(=O)c2ccccc2n(CC(=O)NC2CCCC2)c1=O)NCc1ccco1	1.4
122	Cc1cc(C)nc(/N=C(/NC(=O)c2ccccc2)Nc2ccccc2)n1	-6.3
123	COc1ccc(/C(N)=N/OC(=O)c2ccc(C)c([N+](=O)[O-])c2)cc1	-0.4
124	Brc1cccc(-c2nc(-c3ccncc3)no2)c1	12.8
125	COc1ccc(S(=O)(=O)N(CC(=O)N2CCN(c3ccccc3OC)CC2)c2ccccc2)cc1	8.5
126	CCOc1ccc(C(N)=O)cc1OC	-5.8
127	CCOc1ccc(-c2nnc3sc(COc4ccc(Cl)cc4)nn23)cc1	1.0
128	O=C(CCc1nc(-c2ccccc2F)no1)NC1CCN(Cc2ccccc2)CC1	-2.0
